Assay outcomes from PubChem BioAssay.
EPAC2 antag – qHTS for Antagonist of cAMP-regulated guanine nucleotide exchange factor 2 (EPAC2): primary screen; Rap guanine nucleotide exchange factor 4 (Homo sapiens), Q8WZA2; EPAC2 GEF exchange of Rap1B-BODIPY-GDP, fluorescence; Potency, µM (series often up to 114 µM), for inactives: top-dose activity, negative = inhibition, hits mostly inhibitors; hit rate 0.18% among 360,000; AID 720708, 2013; note: potency is the fitted concentration of half-maximal effect; % is set by controls: 0 for no effect and ±100 for the full control effect; nearly all actives have a fitted effect of over 45% in size; many of its hits are not listed in these tables
PI5P4K alpha inh – qHTS for Inhibitors of phosphatidylinositol 5-phosphate 4-kinase (PI5P4K). hit rate 1.2% among 330,000. PI5P4Kalpha enzyme, ADP-Glo luminescence, 60 min; stronger effect = lower value. AID 652105, 2013. max response, %; active = max response of -50% or lower; inconclusive = between -30% and -50%; inactive = -30% or higher; note: value at the top dose of about 77 µM; % is set by controls: 0 for no effect and ±100 for the full control effect
Target sequence (P48426 whole entry, looked up): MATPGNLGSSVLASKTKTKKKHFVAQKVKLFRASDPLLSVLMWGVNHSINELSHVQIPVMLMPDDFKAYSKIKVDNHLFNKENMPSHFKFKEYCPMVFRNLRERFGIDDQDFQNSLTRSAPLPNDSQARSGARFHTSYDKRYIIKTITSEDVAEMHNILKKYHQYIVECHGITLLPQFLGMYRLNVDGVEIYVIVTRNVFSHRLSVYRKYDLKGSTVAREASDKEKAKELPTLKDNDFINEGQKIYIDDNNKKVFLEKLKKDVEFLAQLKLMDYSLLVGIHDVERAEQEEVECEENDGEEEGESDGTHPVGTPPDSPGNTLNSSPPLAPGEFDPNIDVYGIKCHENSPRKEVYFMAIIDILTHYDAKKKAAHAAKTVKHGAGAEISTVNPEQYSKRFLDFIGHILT
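Luminescence from ADP-Glo served as readout of PI5P4Kalpha activity in a qHTS format. Reaction: enzyme, substrate, compound, ATP at 5 microM final, 60 min at RT.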
EPAC1 antag – qHTS for Antagonist of cAMP-regulated guanine nucleotide exchange factor 3 (EPAC1): primary screen; Rap guanine nucleotide exchange factor 3 (Homo sapiens), O95398; EPAC1 GEF assay, Rap1b-BODIPY-GDP exchange fluorescence; Potency, µM (series often up to 115 µM), for inactives: top-dose activity change, negative = inhibition, actives largely listed as inhibitors; hit rate 0.14% among 360,000; AID 720709, 2013;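 note: potency is the fitted concentration of half-maximal effect; plate controls were vehicle for no effect and positive control for full effect; nearly all actives have a fitted effect of over 50% in size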
WRN inhibitor – qHTS for Inhibitors of WRN Helicase; Potency, µM (top dose mostly 114 µM), inactives show at the top dose activity change, negative = inhibition, usual class: inhibitors; hit rate 0.46% among 360,000; WRN helicase unwinding, fluorescent forked duplex, kinetic; AID 651768, 2012; Bifunctional 3'-5' exonuclease/ATP-dependent helicase WRN (Homo sapiens), Q14191; note: potency is the fitted concentration of half-maximal effect; % is set by controls: 0 for no effect and ±100 for the full control effect; nearly all actives have a fitted effect of over 55% in size
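Enzyme (20 nM final) and test compound sit together 15 min at room temperature before substrate addition. Substrate is a single-forked duplex oligonucleotide (100 nM) labelled with fluorophore and quencher, with 2 mM ATP; helicase unwinding raises red fluorescence, read kinetically.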
PLK1 PBD block – qHTS for Inhibitors of PLK1-PDB (polo-like kinase 1 - polo-box domain): Primary Screen | Serine/threonine-protein kinase PLK1 (Homo sapiens), P53350 | Plk1 PBD binding of FITC phosphopeptide, fluorescence polarization | Potency, µM, for the others: max response, negative = inhibition, usual class: inhibitors | hit rate 2.8% among 360,000 | AID 720504, 2013; note: potency is the fitted concentration of half-maximal effect; series mostly up to about 57 µM; % is set by controls: 0 for no effect and ±100 for the full control effect; nearly all actives have a fitted effect of over 65% in size
Target sequence (P53350 whole entry, looked up, the tested form may be a part): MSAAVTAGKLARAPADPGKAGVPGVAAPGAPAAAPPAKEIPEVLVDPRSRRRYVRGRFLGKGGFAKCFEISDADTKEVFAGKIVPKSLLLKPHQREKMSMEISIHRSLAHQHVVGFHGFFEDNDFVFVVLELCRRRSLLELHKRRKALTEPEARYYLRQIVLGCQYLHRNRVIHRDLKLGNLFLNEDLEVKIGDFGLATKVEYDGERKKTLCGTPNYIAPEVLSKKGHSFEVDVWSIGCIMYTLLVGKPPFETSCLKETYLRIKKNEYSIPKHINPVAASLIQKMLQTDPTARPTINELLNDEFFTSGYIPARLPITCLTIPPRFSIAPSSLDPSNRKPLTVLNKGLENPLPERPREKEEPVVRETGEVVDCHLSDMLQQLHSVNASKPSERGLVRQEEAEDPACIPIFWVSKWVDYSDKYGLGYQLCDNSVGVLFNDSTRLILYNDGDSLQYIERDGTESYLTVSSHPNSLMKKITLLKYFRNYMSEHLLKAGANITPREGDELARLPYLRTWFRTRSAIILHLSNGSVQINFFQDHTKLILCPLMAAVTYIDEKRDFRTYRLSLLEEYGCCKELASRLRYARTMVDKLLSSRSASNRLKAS
EPAC1 agonist – qHTS for Agonist of cAMP-regulated guanine nucleotide exchange factor 3 (EPAC1): primary screen; Rap guanine nucleotide exchange factor 3 (Homo sapiens), O95398; EPAC1 agonist qHTS, biochemical assay; response scale: 100% = response to 6.5 mM cAMP; Potency, µM (doses to about 154 µM), inactives show at the highest dose activation, usual class: activators; hit rate 0.073% among 360,000; note: potency is the fitted concentration of half-maximal effect; nearly all actives have a fitted effect of over 60% in size
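Nucleotide exchange by EPAC1 (100 nM) on Rap1B–BODIPY-GDP (250 nM) in the presence of 50 uM GDP is tracked fluorescently at 480/540 nm over 30 min. Signals are normalized to a 6.5 mM cAMP control.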
Mm-Cpn inhibitor – Inhibitors of TCP-1 ring complex (TRiC) of Methanococcus maripaludis (MmCpn): qHTS; Chaperonin Mm-Cpn (Methanococcus maripaludis); purified Mm-Cpn ATPase, ADP Transcreener TR-FRET; Potency, µM (titrated, usually from 76.9 µM), for inactives: top-dose activity, negative = inhibition, actives largely listed as inhibitors; hit rate 0.031% among 330,000; note: potency is the fitted concentration of half-maximal effect; % is set by controls: 0 for no effect and ±100 for the full control effect; nearly all actives have a fitted effect of over 80% in size
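Purified archaeal chaperonin (25 nM final) was preincubated with compound for 10 min at 37°C, then ATP (10 uM final) was added for 30 min at 37°C in Tris pH 7.4/KCl/MgCl2/DTT buffer. ADP was quantified by HTRF Transcreener TR-FRET.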
CCT chaperon mod – High-Throughput Screening for Modulators of Cytosolic Chaperonin Activity | AID 651819, 2012 | purified chaperonin ATPase assay, HTRF ADP detection, 30 min | hit rate 0.3% among 360,000 | activity change, % (no concentration beside the values), hits read low; in the data active = activity change below about -30%; note: % is set by controls: 0 for no effect and ±100 for the full control effect
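ATPase activity: ADP formed was measured by HTRF Transcreener (665/615 nm ratio) after 30 min at 37 deg C with 10 uM ATP. Compounds screened at one 76 uM concentration against 40 or 20 nM TRiC in Tris pH 7.4/KCl/MgCl2/DTT buffer.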
* = called active by the depositor; ? = inconclusive; nt = not tested or not shown; [ ] = another dose, or the depositor's remark. Unless noted, calls come from the whole dose curve; as a rule, active = well fitted curve in the direction sought with a large enough effect; inconclusive = small, poorly fitted or top-dose-only effect, or another doubt; inactive = no such curve, though single readings can be large; an effect the other way counts as inactive or inconclusive. An excerpt; count on the stated rates, not on these rows.

SMILES | EPAC2 antag | PI5P4K alpha inh | EPAC1 antag | WRN inhibitor | PLK1 PBD block | EPAC1 agonist | Mm-Cpn inhibitor | CCT chaperon mod
CCOC(=O)CCc1c(C)nc2cc(C3CCCN(C(=O)OC(C)(C)C)C3)[nH]n2c1=O (stereo not given) | 2% | 0 | 15% | 2% | -4% | 1% | -2% | -3.4
CCCCOC(=O)Cn1c(=O)n(CC(=O)OCCCC)c2ccccc21 | 4% | -1 | 4% | 0% | -8% | -11% | 0% | -5.7
CCN(CC)CC#CC(C)(C)OC(C)=O | 13% | nt | 8% | 24% | -3% | 7% | nt | -1.9
COc1ccc(C2OC(=O)CC2C(=O)N2CCN(c3cc(Cl)ccc3C)CC2)cc1OC (stereo not given) | -25% | 12 | -8% | -6% | -3% | -4% | -1% | -0.8
O=C(N/C=C/c1ccco1)Nc1cccc(Cl)c1 | 0% | ? | -28% | 0%[11.6 µM] | -5% | 3% | 1% | 0.0
O=C(c1ccc(S(=O)(=O)Cc2ccccc2Cl)c([N+](=O)[O-])c1)N1CCOCC1 | -7% | -3 | -2% | -4% | -20% | -6% | -4% | 0.3
CC1(C(=O)NS(=O)(=O)c2ccccc2Cl)CCN1C(=O)CCc1cccs1 (stereo not given) | 4% | -3 | 7% | -10% | 2% | 1% | nt | 1.7
O=c1[nH]c(C2CCN(S(=O)(=O)c3ccccc3)CC2)nc2c1nnn2Cc1ccc2c(c1)OCCO2 | 4% | 5 | -3% | -8% | 1% | -11% | 1% | 1.6
c1ccc(-c2c[n+]3c(n2-c2ccccc2)SCC3)cc1 | -7% | 1 | -10% | -25% | -15% | -3% | -3% | 0.3
O=C(NCc1cccnc1)c1ccc2sc([C@H]3C[C@H](O)[C@@H](CO)O3)nc2c1 | 4% | -8 | -4% | 3% | -10% | -11% | nt | -2.2
COc1ccc(C(C)=O)cc1CSc1ccc2c(c1)OCCO2 | ? | 12 | -10% | 1% | ? | 12% | -1% | -3.5
O=C(O)CCCCn1c(SCc2ccccc2Cl)nc2ccsc2c1=O | -12% | -3 | -18% | 1% | -6% | -4% | 3% | 0.1
CCn1cc(C(=O)NCc2ccco2)c(=O)c2ccc(C)nc21 | 2% | 3 | 18% | -9% | -7% | -3% | 0% | 1.9
COc1ccc(S(=O)(=O)N2CCOCC2)cc1NC(=O)C1CCCCN1S(=O)(=O)c1ccccc1 (stereo not given) | -2% | -3 | -26% | -13% | -4% | 10% | nt | 0.2
C/C(=N\NC(=O)CNC(=O)c1cccc(F)c1)c1ccc2ccccc2c1 | 2% | -24 | 8% | 8% | -11% | 11% | 0% | -4.3
Cc1ccc(/C=C/C(=O)NCCc2ccccc2)o1 | 14% | -60* | -7% | -5% | 27µM* | 8% | 1% | -2.4
COc1ccc(OCC(=O)N/N=C/c2ccc(N(C)C)cc2)cc1 | 1% | 0 | -2% | -2% | -7% | 0% | -1% | 1.8
Cc1ccc(-c2csc(NC(=O)C3CCN(S(=O)(=O)c4cccs4)CC3)n2)cc1 | 0% | -4 | 4% | 0% | -13% | 1% | -7% | -1.4
O=C(O)c1ccc(COc2ccc(Cl)cc2)o1 | 0% | -15 | -6% | -10% | 5% | 1% | 1% | -1.5
CC(C)=CCC1=C(OCC(=O)O)C(=O)c2ccccc2C1=O | ? | -9 | ? | -20%[11.6 µM] | 30µM* | 2% | -2% | 0.4
CC(C)(C)Cc1c(-c2ccc(F)cc2)nc2ccc(Br)cn12 | -19% | -4 | -25% | -5% | -7% | 7% | nt | -0.5
COc1ccc(C(=O)N2CCCC(CNC(=O)c3ccccc3Cl)C2)o1 (stereo not given) | 4% | 5 | -24% | 4% | 3% | -2% | -3% | 0.2
COC(=O)c1ccc(CSc2ncnc3c2sc2nc(N4CCOCC4)c4c(c23)CCCC4)o1 | -1% | -15 | 2% | -24% | -20% | 5% | nt | -2.2
CCOC(=O)CSc1nc2sc3c(c2c(=O)n1-c1ccc(OC)cc1)CCN(C)C3 | 6% | 1 | -25% | 11% | -15% | 5% | -5% | -2.4
Cc1ccc(OCc2nnc(SCC(=O)N3CCc4ccccc43)n2C)cc1 | 3% | -5 | 2% | -1% | -2% | -1% | nt | 1.9
CCOC(=O)c1cnc(SCC(=O)N2CCOCC2)nc1N | -4% | -8 | 14% | ? | -14% | 11% | 3% | -3.3
COc1ccc(N2CCN(C(=O)C3CC(O)CN3S(=O)(=O)c3ccc([N+](=O)[O-])cc3)CC2)cc1 (stereo not given) | -9% | 3 | -23% | -17% | -7% | 1% | 3% | 0.0
CCC(C)(C)NC(=O)C(c1ccc(OC)cc1)N(Cc1ccco1)C(=O)CCC(=O)Nc1cc(C)on1 (stereo not given) | -7% | 6 | -22% | 5% | -10% | -5% | 1% | -0.9
Cc1cccc(NC(=O)N2CCCC2C(=O)NCc2cccs2)c1 (stereo not given) | -1% | 5 | 9% | 0% | -9% | 14% | -2% | -6.7
O=C(COC(=O)c1ccco1)Nc1ccc2[nH]c(=O)[nH]c2c1 | 1% | ? | -11% | -13% | -8% | 5% | -5% | 1.4
Cc1nc(Nc2ccc(O)cc2)c2c3c(sc2n1)CCCC3 | -4% | -13 | -6% | -8% | -20% | -3% | 1% | -1.1
O=[N+]([O-])c1ccc(C=NNC(=S)Nc2ccc(F)cc2)cc1 | 14% | 0 | 17% | -2% | -3% | -5% | nt | 1.6
Cc1[nH]c(C)c(S(=O)(=O)NCc2ccc(F)cc2)c1C(=O)N1CCCCC1 | -2% | 0 | 5% | -6% | -21% | 15% | 1% | -0.8
CC(=O)Nc1ccc(NC(=O)CSc2cn(CC(=O)N3CCOCC3)c3ccccc23)cc1 | 1% | 1 | ? | -6% | -10% | -3% | 2% | -0.4
Cc1nn(C)cc1/C=N\NC(=O)c1ccc2c(c1)c(C)c(C)n2Cc1ccccc1 | -8% | 0 | 1% | -26% | -16% | 18% | 0% | -4.8
CC(=O)C1CN(S(=O)(=O)c2ccc(C)cc2)C(c2ccccc2)CC1C (stereo not given) | -7% | -5 | 5% | 3% | 0% | -4% | nt | nt
CC(=O)NC(Cc1ccccc1F)C(=O)NC1CCN(S(=O)(=O)c2ccccc2)CC1 (stereo not given) | 9% | -4 | 4% | 4% | 2% | -3% | 3% | -7.0
O=C(NC12CC3CC(CC(C3)C1)C2)c1ccc(N2CCNCC2)c([N+](=O)[O-])c1 | -2% | 0 | 1% | -1% | 1% | -6% | 1% | 4.2
O=C(c1ccc([N+](=O)[O-])cc1)N1CCSC1c1cccc(Cl)c1 (stereo not given) | -8% | 0 | ? | -1%[57.1 µM] | ? | 2% | -1% | -4.7
CCOc1ccc(NC(=S)N2CCCN(Cc3cccc(Cl)c3)C2)cc1 | -2% | -1 | 16% | 15% | -3% | 5% | -1% | 1.7
O=C(Nc1ccc(F)cc1)Nc1sccc1-c1nc2ccccc2s1 | 2% | -6 | -19% | -18% | -13% | 2% | ? | -1.1
CCc1cc2c(SCC(=O)O)ncnc2s1 | -2% | nt | 6% | -2% | -10% | 5% | 0% | -0.8
Cc1cccc(/N=C/c2ccccn2)n1 | -1% | 1 | -11% | -2% | 7% | 6% | nt | -1.5
CC1SC(c2ccc(Cl)cc2)NC1=O (stereo not given) | 0%[57.1 µM] | 1 | 9% | -1% | -23% | 0% | 0% | 0.4
O=C(Nc1ccc(F)c(Cl)c1)c1cc(-c2ccco2)on1 | -17% | -27 | 11% | -2% | -15% | 16% | -2% | -0.6
O=C(Cn1ccc2ccccc2c1=O)NCC(=O)N1CCN(c2ccc(F)cc2)CC1 | 2% | -1 | -21% | 8% | -3% | 6% | 2% | -1.1
CC1(C(=O)Nc2cnc3ccccc3c2)CCN1Cc1ccccc1Cl (stereo not given) | -11% | 5 | -10% | -4% | -7% | 13% | nt | -0.8
CN(C)c1nc(N)nc(-c2nc3ccccc3s2)n1 | 0% | nt | -1% | -15% | -2% | 6% | -4% | -2.9
Cc1ccc(C(=O)OCC(=O)N2c3ccccc3NC(=O)C2(C)C)cc1S(=O)(=O)N1CCCCC1 | 0% | -24 | -17% | -2%[11.6 µM] | 1% | 4% | 0% | -2.0
CC(=O)Nc1cccc(-c2ccnc3c2CC(C)(C(=O)NCC2CC2)O3)c1 (stereo not given) | -1% | 0 | -8% | 1% | -6% | -11% | nt | -0.2
Fc1ccc(-c2csc3[n+]2CCS3)cc1 | -3% | 0 | 6% | 2% | -8% | -4% | 0% | -2.6
CCN1CCN(CC2COc3ccccc3O2)CC1 (stereo not given) | 6% | 1 | 6% | 5% | 5% | 2% | -1% | 0.0
Oc1ccccc1C=NCCN1CCN(CCN=Cc2ccccc2O)C1c1ccccc1O (stereo not given) | -6% | 6 | -4% | -17% | -9% | 6% | nt | -3.1
CC1CCCCN1C(=O)CSc1nc(N)nc(N)n1 (stereo not given) | -11% | 1 | -2% | 7% | ? | 1% | 2% | -3.8
O=C(O)CCCNc1c(C(=O)Nc2ccc(Cl)cc2)cc([N+](=O)[O-])cc1[N+](=O)[O-] | 0% | -10 | -22% | -9%[57.1 µM] | -2% | 7% | 1% | -0.9

Structures shown so far containing a tert-butyl group, in the order listed:
SMILES | EPAC2 antag | PI5P4K alpha inh | EPAC1 antag | WRN inhibitor | PLK1 PBD block | EPAC1 agonist | Mm-Cpn inhibitor | CCT chaperon mod
CCOC(=O)CCc1c(C)nc2cc(C3CCCN(C(=O)OC(C)(C)C)C3)[nH]n2c1=O (stereo not given) | 2% | 0 | 15% | 2% | -4% | 1% | -2% | -3.4
CC(C)(C)Cc1c(-c2ccc(F)cc2)nc2ccc(Br)cn12 | -19% | -4 | -25% | -5% | -7% | 7% | nt | -0.5
